Bioassay records deposited in PubChem BioAssay by NCI.
NCI-60 one-dose screen, 48 h, at 10 µM unless noted. Numbers give growth in % (100 = growth as untreated, 0 = no growth, -100 = all killed).
M14 – M14 melanoma; 80,000 tested, 6.2% active; AID 1794745
RPMI-8226 – RPMI-8226 leukemia cells. 77,000 tested, 7.5% active
HOP-92 – HOP-92 NSCLC cells | 71,000 tested, 6.3% active | AID 1794738
CCRF-CEM – CCRF-CEM leukemia; 77,000 tested, 7% active; AID 1794778
HOP-62 – HOP-62 NSCLC. 80,000 tested, 3.9% active. AID 1794735
A549/ATCC – A549/ATCC NSCLC | AID 1794740 | 81,000 tested, 3.7% active
UACC-62 – UACC-62 melanoma; 81,000 tested, 5.4% active
EKVX – EKVX NSCLC; 71,000 tested, 3% active; AID 1794765
Starred values were filed as active, the others as inactive; · = not tested or not shown; & = joins results of further samples. The calls were made as follows: active = growth percent below 10; inactive = the rest.

Keys – A = M14; B = RPMI-8226; C = HOP-92; D = CCRF-CEM; E = HOP-62; F = A549/ATCC; G = UACC-62; H = EKVX
> C/C(=C(/C)C1CC1CCNS(=O)(=O)c1ccc(C)cc1)c1ccc(C(C)(C)C)cc1 (configuration not stated)
  A = 81; B = 65; C = 80; D = 67; E = 102; F = 78; G = 64; H = 59

> C=CCNc1nc(NN2C(=O)c3cccc4cccc(c34)C2=O)nc(N2CCOCC2)n1
  A = 94; B = ·; C = 96; D = 103; E = 104; F = 111; G = 93; H = 88

> O=C(O[C@@H]1Cc2c(O)cc(O)cc2O[C@@H]1c1cc(O)c2c(c1)OCO2)c1cc(O)c2c(c1)OCO2
  A = 95; B = 96; C = 89; D = 107; E = 92; F = 94; G = ·; H = 97

> Nc1ncc(-c2ccc(NS(=O)(=O)c3ccc(F)c(Cl)c3)cc2)[nH]1
  A = 94; B = 57; C = ·; D = 71; E = 98; F = 93; G = 78; H = 92

> COc1ccc(C(=O)NC(=O)Nc2ccc3c(c2)NC(=O)/C3=C\c2[nH]c(C)c(C(=O)O)c2C)c(F)c1
  A = 18; B = 6.3*; C = 64; D = 84; E = 65; F = 48; G = 38; H = 94

> O=C(CN1C(=O)NC(c2ccccc2)(c2ccccc2)C1=O)c1ccc(N2CCN(c3ccc(Cl)cc3)CC2)cc1
  A = 89; B = 57; C = 78; D = 90; E = ·; F = 77; G = 75; H = 71

> O=C1/C(=C/C=C/c2ccccc2)SC(=Nc2ccccc2)N1Cc1nc2ccccc2[nH]1
  A = 99; B = 87; C = ·; D = ·; E = 79; F = 95; G = 88; H = 94

> COC1C(C)OCOC2COCOC21 (configuration not stated)
  A = 110; B = 95; C = 85; D = 98; E = 88; F = 94; G = 99; H = ·

> O=C(Nc1ccc(OCc2nnc(-c3ccccc3)o2)c(F)c1)c1ccc(Cl)c(Cl)c1
  A = 93; B = 76; C = ·; D = 85; E = 64; F = 62; G = 94; H = ·

> COc1ccc(N2CCN(C(=O)C(C)c3ccc(NS(=O)(=O)c4ccccc4)cc3)CC2)cc1 (configuration not stated)
  A = 102; B = 87; C = 81; D = 93; E = 98; F = 101; G = 90; H = 85

> C#CCOc1ccc(/C=N/Nc2nc(-c3ccc(Cl)cc3)cs2)cc1OC
  A = 61; B = 39; C = 49; D = 36; E = 85; F = 64; G = 55; H = 59

> NS(=O)(=O)c1ccc(Nc2nc(-c3ccccn3)cs2)cc1
  A = 100; B = 115; C = 104; D = 104; E = 100; F = 112; G = 93; H = 116

> COc1ccc(S(=O)(=O)n2c3ccccc3n3ncc(-c4nnc(C)o4)c23)cc1
  A = 15; B = ·; C = 66; D = 12; E = 37; F = 27; G = 27; H = 32

> OC(Cc1cnc2ccccc2c1)(c1ccccc1)c1ccccc1
  A = 80; B = 77; C = 98; D = 86; E = 81; F = 93; G = 69; H = 87

> Cc1nc2ncccc2nc1Nc1ccc(S(=O)(=O)Nc2cncs2)cc1
  A = 100; B = 88; C = 65; D = 100; E = 94; F = 103; G = 89; H = 88

> CC1(C)CC(=O)C2=C(C1)N(c1ccc(OC(F)(F)F)cc1)C(N)=C(C#N)C2c1ccc([N+](=O)[O-])cc1 (configuration not stated)
  A = 95; B = ·; C = 82; D = 94; E = 102; F = 93; G = 77; H = 78

> N=C(N)c1ccc(N=NNc2ccc(C(=N)N)cc2)cc1 (tested in a mixture with another compound)
  A = 85; B = 94; C = 84; D = 99; E = ·; F = 88; G = 59; H = 100

> OC(c1cc(C(F)(F)F)nc2c(C(F)(F)F)cccc12)C1CCCCN1 (configuration not stated)
  A = 76; B = 80; C = ·; D = 65; E = 74; F = ·; G = 77; H = 76

> COc1cc(-c2ccc(/C=N/NC(=O)c3[nH]c4ccc(Br)cc4c3-c3ccccc3)s2)cc(OC)c1OC
  A = 83; B = 61; C = 70; D = 73; E = 74; F = 77; G = 84; H = 74

> O=C(O)c1ccc(OCCOc2ccc([N+](=O)[O-])cc2)c(Cl)c1
  A = 113; B = 86; C = 99; D = 103; E = 90; F = 95; G = 111; H = ·

> CN1CCN(C(=O)[C@]23CCC(C)(C)C[C@H]2C2=CC[C@@H]4[C@@]5(C)C/C(=C/c6ccncc6)C(=O)C(C)(C)[C@@H]5CC[C@@]4(C)[C@]2(C)CC3)CC1
  A = 57; B = 7.2*; C = 41; D = 20; E = 83; F = 44; G = 61; H = 80

> N#Cc1c(N)n2c(nc1=Nc1ccc(Cl)cc1)sc1cc(Cl)c(Cl)cc12
  A = 99; B = 95; C = 85; D = 127; E = 84; F = 100; G = 78; H = 66

> O=C1NC(=Nc2ccc(S(=O)(=O)Nc3ncccn3)cc2)S/C1=C\c1coc2ccccc2c1=O
  A = 96; B = 99; C = 103; D = ·; E = 110; F = 102; G = 99; H = ·

> O=C(O)c1ccc(-c2nn(-c3ccc(C(=O)O)cc3)cc2CNc2ccc(F)c(F)c2)cc1
  A = 95; B = 101; C = 73; D = 93; E = 98; F = 100; G = 95; H = 81

> CCOC(=S)SCc1cc(=O)oc2ccc(C)cc12
  A = 89; B = 52; C = 82; D = 72; E = 110; F = 93; G = 91; H = 105

> COc1ccc(/C=C/C=C\C(=O)c2ccc(N3CCOCC3)cc2)cc1
  A = 114; B = 81; C = 85; D = 82; E = 109; F = 85; G = 79; H = 100

> Cc1ccc(NC(=O)c2cccc([N+](=O)[O-])c2)cc1
  A = 102; B = 108; C = 82; D = 106; E = ·; F = 112; G = 92; H = 83

> Nc1cccc(N)n1
  A = 97; B = 103; C = 56; D = 86; E = 89; F = 90; G = 103; H = ·

> O=[N+]([O-])c1ccc(N/N=C/c2ccc3c(c2)OCO3)nc1
  A = 104; B = ·; C = 94; D = 91; E = 108; F = 100; G = 85; H = 95

> CCc1ccccc1-n1c(=O)c(C#N)c(-c2ccc(O)cc2)c2c(=N)n(-c3ccc(OC)cc3)cnc21
  A = 112; B = 100; C = 97; D = 122; E = 90; F = 116; G = 102; H = 100

> CCCCN1CCN(c2ccc3nc(-c4ccc5nc(-c6ccc(OCC)cc6)[nH]c5c4)[nH]c3c2)CC1
  A = 33; B = -25*; C = 96; D = 20; E = 46; F = 86; G = 60; H = 93

> NS(=O)(=O)c1cccc(NC(=O)CSc2ccc(-c3ccccc3)nn2)c1
  A = 73; B = 89; C = ·; D = 92; E = 52; F = 98; G = 80; H = 127

> COc1ccc(/C=C/C(=O)c2ccccc2)cc1
  A = 103&97; B = 29&78; C = 31&81; D = 83&95; E = 102&84; F = 93&72; G = 88&90; H = 88&102

> Oc1ccc2c(O)cccc2c1
  A = 132; B = 98; C = 99; D = 96; E = 103; F = 102; G = 102; H = 120

> O=c1[nH]nc(-c2cc(Cl)ccc2NCc2ccccc2)c(=O)[nH]1
  A = 102; B = 92; C = 80; D = 104; E = 100; F = 99; G = 89; H = ·

> CCN(c1ccc(C(=O)O)cn1)c1cc2c(cc1C)C(C)(C)CCC2(C)C
  A = 97; B = 92; C = 65; D = 81; E = 87; F = 58; G = 101; H = 86

> CCOc1ccc(Cc2nccc3cc(OCC)c(OCC)cc23)cc1OCC
  A = 71; B = 47; C = 52; D = 59; E = 68; F = 65; G = 51; H = 42

> CC(C)(C)c1cc(NC(=O)Cc2ccc(Nc3ncnc4[nH]ccc34)cc2)no1
  A = 84; B = 77; C = 111; D = 67; E = 106; F = 83; G = 43; H = 103

> N#Cc1ccc(C(c2c[nH]c3ccc(Cl)cc3c2=O)n2ccnc2)cc1 (configuration not stated)
  A = 110; B = 118; C = 87; D = 115; E = 96; F = 87; G = 92; H = 87

> Clc1cc(Cl)cc(N2N=C(c3cccc(Nc4ccncc4)c3)CC2c2ccc3c(c2)OCO3)c1 (configuration not stated)
  A = 85; B = 11; C = 58; D = -1.3*; E = -31*; F = 15; G = 98; H = 79

> COc1cc2c3c(n(CCCCNCCCn4c5c(c6cc(OC)c(OC)cc6c4=O)C(=O)c4cc6c(cc4-5)OCO6)c(=O)c2cc1OC)-c1cc2c(cc1C3=O)OCO2
  A = 96; B = 105; C = 87; D = 101; E = 90; F = 90; G = 97; H = 90

> CN1CCc2c(Sc3ccc(C(=O)NO)cc3)c3ccccc3n2C1
  A = 38; B = 7.6*; C = 53; D = 3.1*; E = 67; F = 52; G = 39; H = ·

> CN1CC(c2nc3ccccc3[nH]2)CC1=O (configuration not stated)
  A = 101; B = 100; C = 95; D = 99; E = 100; F = 105; G = 106; H = ·

> CCC(C)C1C(=O)N(S(=O)(=O)c2ccc(NC(C)=O)cc2)C=CN1S(=O)(=O)c1ccc(C)cc1 (configuration not stated)
  A = 83; B = 79; C = 21; D = 83; E = 82; F = 81; G = 53; H = 69

> Clc1ccc2c(NCCNc3nc(N4CCCC4)nc4ccccc34)ccnc2c1
  A = -71*; B = -18*; C = -1.9*; D = 5.1*; E = -47*; F = -4.7*; G = -57*; H = 24

Grouped by structure: those above containing two or more sulfur atoms
Keys – A = M14; B = RPMI-8226; C = HOP-92; D = CCRF-CEM; E = HOP-62; F = A549/ATCC; G = UACC-62; H = EKVX
> NS(=O)(=O)c1ccc(Nc2nc(-c3ccccn3)cs2)cc1
  A = 100; B = 115; C = 104; D = 104; E = 100; F = 112; G = 93; H = 116

> Cc1nc2ncccc2nc1Nc1ccc(S(=O)(=O)Nc2cncs2)cc1
  A = 100; B = 88; C = 65; D = 100; E = 94; F = 103; G = 89; H = 88

> O=C1NC(=Nc2ccc(S(=O)(=O)Nc3ncccn3)cc2)S/C1=C\c1coc2ccccc2c1=O
  A = 96; B = 99; C = 103; D = ·; E = 110; F = 102; G = 99; H = ·

> CCOC(=S)SCc1cc(=O)oc2ccc(C)cc12
  A = 89; B = 52; C = 82; D = 72; E = 110; F = 93; G = 91; H = 105

> NS(=O)(=O)c1cccc(NC(=O)CSc2ccc(-c3ccccc3)nn2)c1
  A = 73; B = 89; C = ·; D = 92; E = 52; F = 98; G = 80; H = 127

> CCC(C)C1C(=O)N(S(=O)(=O)c2ccc(NC(C)=O)cc2)C=CN1S(=O)(=O)c1ccc(C)cc1 (configuration not stated)
  A = 83; B = 79; C = 21; D = 83; E = 82; F = 81; G = 53; H = 69

The listing continues.
Keys – A = M14; B = RPMI-8226; C = HOP-92; D = CCRF-CEM; E = HOP-62; F = A549/ATCC; G = UACC-62; H = EKVX
> Cc1c2cc[nH]c(=O)c2c(C)c2c1[nH]c1ccc(OC(=O)c3ccccc3)cc12
  A = 34; B = 40; C = 41; D = 29; E = 19; F = 6.5*; G = 28; H = 20

> O=C(Nc1ccc(Cl)cc1)Nn1cnc2ccccc21
  A = ·; B = 82; C = 58; D = 19; E = ·; F = 97; G = 92; H = 102

> C=CCNC(=S)Nc1cccc(Cl)c1
  A = 109; B = 82; C = 57; D = 66; E = 114; F = 94; G = 106; H = 105

> Cn1cccc1C(=O)C1C(c2ccc(Cl)cc2)C2CCCN2C12C(=O)Nc1ccccc12 (configuration not stated)
  A = 91; B = 77; C = 65; D = 86; E = 90; F = 81; G = 77; H = 82

> O=C(NC1CCCC1)c1ccc(N2CCC(NCc3cccc(C(F)(F)F)c3)CC2)cc1
  A = 77; B = 71; C = 53; D = 76; E = 77; F = 93; G = 104; H = ·

> Cc1ccc(Nc2nc(Cl)nc3ncn(C)c23)c(C)c1
  A = 107; B = 100; C = 106; D = 116; E = 101; F = 88; G = 96; H = 93

> COc1ccc(C(=O)c2cc(OC)c(OC)c(OC)c2)cc1/C=C/C(=O)c1ccc(OC)c(OC)c1
  A = 36; B = 8.8*; C = 39; D = 6.8*; E = 59; F = 57; G = 25; H = ·

> N#CCC(=O)NNc1nc2ccccc2[nH]c1=O
  A = 101; B = ·; C = 85; D = 110; E = 96; F = 105; G = 95; H = 92

> Nc1c(Br)cc(Br)c2c1C(=O)c1c(cccc1S(=O)(=O)O)C2=O
  A = ·; B = 96; C = 96; D = ·; E = 91; F = 99; G = 93; H = 86

> COc1cc(-c2nn(-c3ccc(C)cc3)cc2CO)ccc1O
  A = 101; B = 93; C = 95; D = 83; E = 94; F = 93; G = 96; H = 80

> O=C(N=Nc1c(O)[nH]c2c(Br)cc(Br)cc12)Nc1ccc(Cl)cc1
  A = 66; B = 70; C = 70; D = 80; E = 72; F = 87; G = 33; H = 88

> CC(=O)N1C(=O)C2(NCC(C)N2)c2ccccc21 (configuration not stated)
  A = 106; B = 103; C = 105; D = 101; E = 96; F = 103; G = 96; H = 101

> COc1cnc2c(c1)C(=O)c1c-2n(CCCN2CCC(O)CC2)c(=O)c2cc(F)ccc12
  A = -22*; B = -26*; C = -7.9*; D = -2.1*; E = -21*; F = -78*; G = -41*; H = 2.5*
